UHRF1 binding: human UHRF1 methylated DNA binding inhibitors; Q96T88; UHRF1 binding to methylated oligo, TR-FRET; inhibition, % at 4.4 µM; 370,000 compounds, 0.75% hits; in the data active = inhibition above about 21%;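 note: UHRF1 SRA domain binding a hemimethylated CpG hairpin DNA probe; 0% = median of test compound wells and 100% = reference inhibitor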
NR1D1 modulator: modulates human Rev-erb alpha binding to DNA; activity, % at 10 µM; Rev-erbα–FITC-DNA binding, fluorescence polarization, 90 min; P20393; AID 1259318; 370,000 compounds, 0.79% hits;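 active = activity above about 14%, limit read from the data; passing the limit was not always enough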;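 note: 0% = DMSO wells with 35 nM protein and 100% = DMSO wells with 750 nM protein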
Target sequence (P20393 whole entry, looked up): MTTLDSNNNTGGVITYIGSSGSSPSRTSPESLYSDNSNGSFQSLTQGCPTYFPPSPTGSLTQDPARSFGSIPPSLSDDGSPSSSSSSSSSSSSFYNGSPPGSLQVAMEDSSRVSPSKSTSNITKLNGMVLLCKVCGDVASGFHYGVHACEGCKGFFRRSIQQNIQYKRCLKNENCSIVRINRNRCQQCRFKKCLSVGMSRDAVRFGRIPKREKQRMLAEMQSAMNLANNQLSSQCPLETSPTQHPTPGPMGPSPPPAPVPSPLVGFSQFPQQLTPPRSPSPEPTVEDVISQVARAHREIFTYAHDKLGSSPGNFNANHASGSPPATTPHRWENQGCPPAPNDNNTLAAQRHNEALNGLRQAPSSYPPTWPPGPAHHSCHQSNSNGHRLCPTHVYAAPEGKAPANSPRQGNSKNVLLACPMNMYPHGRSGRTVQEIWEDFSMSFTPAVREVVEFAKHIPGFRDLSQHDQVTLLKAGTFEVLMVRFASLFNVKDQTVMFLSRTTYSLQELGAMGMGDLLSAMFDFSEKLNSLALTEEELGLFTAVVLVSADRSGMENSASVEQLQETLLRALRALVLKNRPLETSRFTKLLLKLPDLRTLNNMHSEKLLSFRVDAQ
PRMT1 FP inh: blocks human protein arginine methyltransferase 1; recombinant PRMT1, activity-based probe fluorescence polarization; inhibition, % at 2.79 µM; 370,000 compounds, 1.3% hits; AID 652257; Q99873;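 active = inhibition above about 21% made by adding two undisclosed values, limit read from the data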
rCAG binder: molecules binding r(CAG) RNA repeats. r(CAG) RNA repeat, TO-PRO-1 dye displacement fluorescence. inhibition, % at 3 µM. 370,000 compounds, 1.3% hits. AID 651821;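 active = inhibition above the plate cutoff, the mean of all test compounds on that plate plus 3 SD, cut at about 35% in these data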;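 note: 0% = DMSO alone and 100% = 100 µM mitoxantrone as full dye displacement; higher means more dye released from RNA so lower well fluorescence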
TCR CD3 inh: human TCR-CD3 binding inhibition; inhibition, % at 9.4 µM; AID 651800; TAMRA-labeled TCR probe fluorescence, biochemical; 360,000 compounds, 0.37% hits; in the data active = inhibition above about 19%;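 note: recombinant mutant TCR 2C K166C tagged with TAMRA read by polarization; 0% = receptor in buffer alone and 100% = receptor with positive control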
PG9 Ab binder: small molecules binding HIV-1 gp120 antibody PG9. TR-FRET gp120-PG9 antibody binding. inhibition, % at 6.7 µM. 360,000 compounds, 0.43% hits; in the data active = inhibition above about 8.5%
LEDGF integ inh: blocks HIV-1 LEDGF/p75-dependent DNA integration; inhibition, % at 3.7 µM; AID 743269; TR-FRET IN-LEDGF/p75 DNA integration, Eu/Cy5; 370,000 compounds, 0.64% hits;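 active = inhibition above the screen-wide mean plus 3 SD, cut at about 13% in these data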;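 note: signal is the Cy5 over europium emission ratio at 671 and 618 nm; 0% = plate median of compound wells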
mABHD4 FP: inhibitors of mouse ABHD4. 370,000 compounds, 0.54% hits. inhibition, % at 8.92 µM. purified mABHD4, FP-Rh probe fluorescence polarization. Q8VD66;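 active = inhibition exceeding the mean over every tested compound plus 3 SD, cut at about 30% in these data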;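 note: 0% = plate median of compound wells and 100% = S159A mutant with DMSO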
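Assay system: mABHD4 protein; medium: HEPES pH 7.0, NaCl, Pluronic buffer; dosing: 8.92 µM, single dose; schedule: 45 min + 60 min at 25 °C; signal: FP readout, ex 525 nm / em 598 nm; read-out: normalized percent inhibition of probe labeling; repeats: single replicate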
HTRA1 inhibitor: blocks human HTRA1 serine peptidase | Q92743 | recombinant HTRA1, FP-rhodamine activity-based probe, fluorescence polarization | inhibition, % at 5.96 µM | 340,000 compounds, 0.5% hits; in the data active = inhibition above about 36%;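 note: 0% = enzyme with DMSO and 100% = wells lacking enzyme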
MBD2 DNA inh: blocks human MBD2 binding to methylated DNA; Q9UBB5; TR-FRET, MBD2 binding to methylated oligonucleotide; inhibition, % at 4.4 µM; 370,000 compounds, 0.31% hits; AID 686964; in the data active = inhibition above about 13%
Target sequence (Q9UBB5 whole entry, looked up): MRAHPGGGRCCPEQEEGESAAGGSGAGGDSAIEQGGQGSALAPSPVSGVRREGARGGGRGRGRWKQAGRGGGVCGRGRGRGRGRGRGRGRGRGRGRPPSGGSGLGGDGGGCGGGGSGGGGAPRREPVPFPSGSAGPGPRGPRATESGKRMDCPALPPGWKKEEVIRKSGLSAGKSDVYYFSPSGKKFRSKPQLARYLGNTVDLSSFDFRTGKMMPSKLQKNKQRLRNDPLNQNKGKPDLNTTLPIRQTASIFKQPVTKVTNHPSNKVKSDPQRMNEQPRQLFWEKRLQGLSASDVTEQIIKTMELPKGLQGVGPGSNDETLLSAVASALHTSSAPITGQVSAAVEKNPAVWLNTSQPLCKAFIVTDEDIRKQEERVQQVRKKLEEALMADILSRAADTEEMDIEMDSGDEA
An asterisk follows results filed as active; . = not tested or not shown. Only part of the results is shown, so the mix of outcomes need not match the whole.

SMILES	UHRF1 binding	NR1D1 modulator	PRMT1 FP inh	rCAG binder	TCR CD3 inh	PG9 Ab binder	LEDGF integ inh	mABHD4 FP	HTRA1 inhibitor	MBD2 DNA inh
Cc1ccc(CNC(=O)C(=O)NCC(c2ccco2)N2CCOCC2)cc1 (stereo unspecified)	2	9	-3	-1	0	-0.9	-1	-6	-3	-6
CCN1CCSc2ccc(C(=O)Nc3ccc(NC(C)=O)cc3)cc21	5	5	2	-2	-1	-1.3	2	5	-2	-1
O=C(c1cccs1)c1ccc(-c2cccs2)s1	-1	6	0	10	1	-0.5	0	-12	-33	-4
O=C(N/N=C/c1cc([N+](=O)[O-])ccc1O)c1cc(-c2ccccc2)nc2ccccc12	0	0	1	8	7	2.9	-1	10	11	-3
O=C(c1ccco1)N1CCCC(c2nc3c(nnn3Cc3cccc(Cl)c3)c(=O)[nH]2)C1 (stereo unspecified)	1	3	2	0	-1	0.1	-4	1	-11	0
O=C(CCCN1C(=O)/C(=C\c2ccccc2)SC1=S)N1CCOCC1	-4	-5	3	-1	2	-3.8	-1	-5	-6	-8
COc1ccc(/C=N/NC(=O)c2ccc(CN3c4cccc5cccc(c45)S3(=O)=O)cc2)cc1	1	-2	-3	21	3	-5.8	-3	-42	-47	2
CS(=O)(=O)Nc1cccc(C2=NN(C(=O)c3ccc(F)cc3)C(c3cccs3)C2)c1 (stereo unspecified)	-1	7	-3	9	-2	-1.4	1	-30	-13	-5
CN(C)CC1CCCCC1OC(=O)c1ccc(Br)cc1 (stereo unspecified)	3	-1	-6	-3	-6	1.6	3	-7	8	4
CCCCN1CC[C@@H]2C=CC[C@H](C(=O)OC)[C@@H]2C1=O	-2	8	-2	2	5	0.4	-1	-1	6	-4
COc1ccc(S(=O)(=O)Nc2cc3c4c(c2)CC(=O)N4CCC3)cc1C	-1	2	-4	11	-3	-0.8	3	0	6	2
O=C(Nc1ccccc1C(=O)N1CCOCC1)c1cccc(S(=O)(=O)N2CCCC2)c1	3	0	-6	0	4	1.2	-5	2	1	3
N#CC1(NC(=O)CSc2nnc(C3CC3)n2C2CC2)CCCCC1	2	7	0	2	9	-0.2	1	1	9	2
O=C(NCCn1ccc2ccccc21)C1CCCCC1	2	5	0	1	-2	0.7	3	7	-2	-2
CN(C)/C=C(\C=N\OCc1ccc(Cl)cc1Cl)C(=O)Nc1ccc(Cl)c(Cl)c1	1	3	0	30	-2	-1.5	2	-41	-39	5
CCOc1ccc(CCNC(=O)CSc2cc(=O)n(CC)c3ccccc23)cc1OCC	0	-5	2	-6	-6	0.0	-5	1	-7	1
CCOc1cc(/C=N/NC(=O)C(=O)NCc2cccnc2)ccc1O	0	-3	3	-2	-5	-2.8	5	-4	5	0
C[C@H](NC(=O)[C@@H]1Cc2ccccc2CN1)C(=O)NC1CCCCC1	3	8	7	-3	0	0.6	0	-4	2	7
COc1cccc(NC(=O)N(C)C[C@@H]2OCc3cnnn3CCCC(=O)N([C@H](C)CO)C[C@@H]2C)c1	1	-5	2	0	-6	-1.5	-1	4	2	-1
CC(=O)c1sc(NC(=O)c2cc3c(C)nn(-c4ccccc4)c3s2)nc1C	-1	16	-4	1	8	0.4	3	-4	3	0
COc1ccc(NC(=S)N(Cc2cccnc2)Cc2cc3cc(OC)c(OC)cc3[nH]c2=O)cc1	1	-5	7	2	8	1.2	0	4	-8	3
O=C(Nc1cccc(S(=O)(=O)NCc2ccco2)c1)c1cc(-c2ccc(F)cc2)nc2ccccc12	-3	-1	0	14	7	-1.2	-3	-65	-50	-2
COc1c(Cl)cc(Cl)cc1CNc1ccc(S(N)(=O)=O)cc1	0	-1	2	5	-8	0.1	0	-9	-6	5
CCCCc1c(O)nc(SCC(=O)NC(C)(C)C)n(-c2ccccc2C)c1=O	0	0	27*	-2	-2	2.4	3	-4	7	-3
Cc1ccc(NC(=O)c2sccc2C)nc1	1	5	0	-2	-3	2.0	2	-3	4	1
CCOC(=O)c1ccc2ncc(C(=O)OCC)c(NCCN3CCOCC3)c2c1	0	1	-1	-7	7	-2.9	1	2	3	-4
O=C(Cc1ccccc1)NCC(=O)OCc1ccccc1F	0	2	3	-3	-3	-0.7	1	4	2	-2
COc1ccccc1N(C)C(=O)c1cc(S(=O)(=O)N2CCCC2)cn1C	1	8	1	4	0	-0.7	0	1	-5	-1
CCC[C@H]1[C@@H](OC(=O)NCc2ccc(C)cc2)CC[C@@]23CCCN2C(=O)CCC[C@@H]13	0	-4	-1	.	.	.	-2	2	.	3
CCOc1ccc(NC(=O)c2ccc(N3CC4CC(C3)c3cccc(=O)n3C4)c(N)c2)cc1 (stereo unspecified)	0	-2	0	1	3	-2.3	-3	7	4	2
O=C(CSc1nc(-c2ccco2)cc(C(F)(F)F)n1)NCCCN1CCOCC1	1	9	-6	-2	0	-0.2	5	-10	3	-6
CC1=C(C(=O)NCc2ccccc2)C(c2ccccc2OCC(N)=O)NC(=O)N1 (stereo unspecified)	3	1	2	4	0	1.6	4	-13	-1	8
CC(C)N1CCCCC(NC(=O)c2ccc(-c3ccccc3)cc2)C1=O (stereo unspecified)	0	5	3	1	.	.	-2	-3	.	2
O=C(NCc1nc2ccccc2[nH]1)C1=C[C@@H](c2csc3ccccc23)C[C@@H](OCCCCO)O1	-5	5	5	4	1	1.5	0	-6	-53	0
Clc1nc(Nc2ccc(N3CCOCC3)cc2)c2ccccc2n1	0	-3	-4	-1	4	-2.5	5	2	4	-2
O=C(Nc1ccc(F)cc1)OCCOc1ccc(Br)cc1	2	-1	0	-3	0	-1.6	0	-7	-14	4
COCC(=O)OCC(=O)c1cc(C)n(-c2ccc(Br)cc2)c1C	-2	1	-2	-3	-1	-0.3	0	3	-2	-3
Cc1ccc(NC(=O)CN2CCN(c3ccccn3)CC2)cc1S(=O)(=O)N(C)C	0	-3	-2	-2	3	-3.0	9	-3	-4	-8
CC(=O)Nc1ccc(CN2CCC(CO)(CCOc3ccccc3)CC2)cc1	-2	6	-8	-6	5	0.5	3	0	15	-5
CSc1sc(-c2n[nH]c(=S)n2C)c2c1C=CCC2	0	-35	2	7	4	-2.4	3	2	2	-3
CC(NC(=O)C12CC3CC(CC(O)(C3)C1)C2)c1ccccc1 (stereo unspecified)	1	-1	-1	-1	-2	-2.2	-6	2	3	0
NC(=O)c1ccccc1N=Cc1ccccn1	-1	-5	-2	-3	-1	-1.8	-3	2	-7	5
COc1ccc(CCNC(=O)C(=O)NN=C2CCCCCCC2)cc1OC	1	3	4	-4	-4	0.4	1	4	0	2
C/C(=N/NS(=O)(=O)c1cccc([N+](=O)[O-])c1)c1c[nH]c2ccccc12	2	1	2	3	-3	-2.5	0	9	-5	0
COc1ccc2cc(C3=CC(=O)C[C@H](c4ccc5c(c4)OCO5)C3)ccc2c1	2	-1	0	6	4	0.6	2	-2	-7	1
CCn1cc(C(=O)OCC(=O)c2cc(C)n(-c3ccc(OC(F)F)cc3)c2C)c(=O)c2ccc(C)nc21	-3	-1	-3	0	1	-0.5	3	5	-1	-4
CCOc1cc(/C=C2\SC(=S)N(NS(=O)(=O)c3ccc(C)cc3)C2=O)ccc1O	-1	1	4	70*	-76	-29	-3	-177	-152	-1
Cc1cc(C(=O)O)c2ccccc2n1	0	-6	6	-2	6	1.8	1	2	-6	-4
CCc1noc(C)c1C(=O)OC(C)C(=O)Nc1ccc(Cl)cn1 (stereo unspecified)	-1	1	0	-3	3	-0.4	7	0	3	2
O=C(N/N=C/c1ccc2c(c1)OCO2)c1cc(-c2ccco2)nc2ccccc12	-1	-19	5	26	9	-0.4	5	-3	2	1
Cc1ccccc1NC(=O)CSc1nnc(CNC(=O)c2ccco2)n1C	-1	7	-8	1	8	1.3	4	3	6	-5
CCOc1ccccc1NC(=O)C(OC(=O)c1ccc(CC)cc1)c1ccccc1 (stereo unspecified)	17	-4	3	3	0	-1.2	-4	3	-3	4
Nc1cccc2c1C(=O)N(CCOc1ccccc1F)C2=O	1	3	-1	-2	4	-1.7	6	-8	-7	-2
O=C(O)CCSc1nnc(SCC(=O)NCC(F)(F)F)s1	-1	-1	-1	2	4	-4.7	3	1	0	-3
Cc1ccc(-c2nc3ccc(Cl)cc3n2OC(C)C(=O)O)cc1 (stereo unspecified)	2	4	4	0	-4	0.1	4	-4	1	-4
O=C(CCNC(=O)c1ccc([N+](=O)[O-])cc1)Nc1ccc(N2CCOCC2)cc1N1CCOCC1	2	1	4	-4	-5	0.8	-2	2	0	2
COc1ccc(C(=O)NCCCCCCNC(=O)c2ccc(OC)cc2)cc1	3	-4	7	-2	-7	-2.1	-8	-15	-2	5
CCN(CC)S(=O)(=O)c1ccc2oc(Nc3ccc(OC)cc3OC)nc2c1	2	0	3	4	0	0.9	-9	-4	-13	5
Cc1ccc(NC(=O)c2cccs2)cc1NC(=O)c1ccc(F)cc1	1	-1	5	2	-9	-1.4	-5	-1	-23	2
COc1cccc(N2CC(NS(=O)(=O)c3cccnc3)CC2=O)c1 (stereo unspecified)	0	0	-3	1	-1	-0.9	-1	-2	-1	-4

Whole records from above. Order of screens: UHRF1 binding	NR1D1 modulator	PRMT1 FP inh	rCAG binder	TCR CD3 inh	PG9 Ab binder	LEDGF integ inh	mABHD4 FP	HTRA1 inhibitor	MBD2 DNA inh
COc1c(Cl)cc(Cl)cc1CNc1ccc(S(N)(=O)=O)cc1 across the screens: 0	-1	2	5	-8	0.1	0	-9	-6	5
Cc1cc(C(=O)O)c2ccccc2n1 across the screens: 0	-6	6	-2	6	1.8	1	2	-6	-4

More structures follow:
SMILES	UHRF1 binding	NR1D1 modulator	PRMT1 FP inh	rCAG binder	TCR CD3 inh	PG9 Ab binder	LEDGF integ inh	mABHD4 FP	HTRA1 inhibitor	MBD2 DNA inh
Cc1ccc(S(=O)(=O)N2CCN(CC(=O)Nc3ccccc3C(=O)NC3CC3)CC2)cc1	0	4	1	-3	-5	0.8	-5	4	5	10
CCCSc1nnc(CNS(=O)(=O)c2ccc(C)cc2)n1C	0	2	-2	-5	9	-0.1	3	0	-2	-1
O=C(CSc1nnnn1-c1ccc(F)cc1)Nc1ccc(N2CCOCC2)c(Cl)c1	-6	1	-4	0	6	-1.3	3	-2	-5	-1
O=C(Nn1c(C2CCCCC2)nc2ccccc2c1=O)c1ccc([N+](=O)[O-])cc1	5	-3	3	-1	-6	0.6	-1	3	4	3
CCC(=O)c1c(NC(CC)CO)cc(C)oc1=O (stereo unspecified)	-1	-1	-1	2	6	0.7	0	0	1	1
COc1cccc(N(C(=O)CS(=O)CC(=O)Nc2ccc(F)cc2)C(C(=O)NC2CCCCC2)c2cccs2)c1 (stereo unspecified)	-1	0	0	-3	4	-1.0	1	1	5	1
CC(=O)c1cccc(NC(=O)N[C@@H](CC(C)C)C(=O)O)c1	4	-1	-3	2	-1	2.4	0	2	0	3
CCCCn1c(N)c(N(Cc2ccccc2OC)C(=O)CCSC)c(=O)[nH]c1=O	-2	1	-5	-1	2	-1.4	4	-2	-1	-5
Cn1c(CNC(=O)c2ccc(Cl)cc2)nnc1SCC(=O)Nc1sc2c(c1C#N)CCCC2	0	.	-1	0	4	0.8	-1	0	14	-5
CC(=O)Nc1ccccc1NS(=O)(=O)c1ccccc1[N+](=O)[O-]	1	-2	0	3	8	-1.9	2	1	11	-6
O=C(CCCc1nc(-c2ccc(Cl)cc2)no1)NCC1CCCO1 (stereo unspecified)	1	-3	0	0	4	1.9	0	-3	-2	-5
